# Screens deposited in PubChem BioAssay by National Center for Advancing Translational Sciences (NCATS).
# IL1B secr inh: inhibitors of inflammasome signaling (IL-1 beta secretion); THP-1 LPS/ATP IL-1B secretion, AlphaLISA, 16 h; hits give low values; activity change, % at 57.5 µM; 360,000 compounds, 4.7% hits; AID 743279; in the data active = activity change below about -50%; inconclusive = mostly about -30% to -49%; note: % is set by controls: 0 for no effect and ±100 for the full control effect
#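 Secreted IL-1B measured by AlphaLISA bead assay after 16 h compound exposure of THP-1 cells; compounds (final up to 57.5 uM) added 1 h before LPS (250 ng/mL) and ATP (1.25 mM) stimulation; lower signal means less secretion.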
# SW480 rereplic: DNA re-replication induction in SW480 cells | SW480 DNA re-replication, Hoechst DNA content imaging, 48 h | Potency, µM (series often up to 46.1 µM), for the others: top-dose re-replication activation, most hits filed as activators | 340,000 compounds, 1.8% hits; note: potency is the fitted concentration of half-maximal effect; % of control where 0% means no effect; nearly all actives have a fitted effect of over 55% in size
#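 Per well, 250 cells were exposed to pinned compound for 48 hr. Nuclear DNA was visualised with Hoechst (40 min, 37 C) and total object intensity recorded by fluorescence scanning.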
# HepG2 viability: counter-screen for TGF-b inhibitors: cytotoxicity in HepG2 cells. HepG2 CAGA-GFP viability, ATP luminescence, 18 h. Potency, µM (highest dose often 46.1 µM), for inactives: at the highest dose activity change, negative = cytotoxicity, usual class: cytotoxic. 410,000 compounds, 0.76% hits. AID 588856; note: potency is the fitted concentration of half-maximal effect; some results filed as inactive show a strong effect at the top dose
#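 HepG2 CAGA-GFP cells (1000/well, DMEM with 1% FBS) received compound, then TGF-beta at 500 pg/mL final, and were incubated 18 hours at 37 degrees C. Viability was read by CellTiter-Glo luminescence. Media-only wells were set as complete cell-killing and DMSO as no toxicity.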
# ATXN viability: viability counter-screen for ATXN expression inhibitors; S2 cells (HEK-293 line with an ATXN2-luciferase reporter) viability, CellTiter-Fluor protease fluorescence, 24 h; Potency, µM (doses to about 56.7 µM), hits mostly cytotoxic; 400,000 compounds, 0.49% hits; AID 651635; note: potency is the fitted concentration of half-maximal effect; nearly all actives have a fitted effect of over 40% in size
# MCF10A rerep: induces DNA re-replication in MCF 10a normal breast cells; 350,000 compounds, 2.9% hits; MCF 10A DNA re-replication, Hoechst nuclear intensity, 48 h; AID 624296; Potency, µM (highest dose often 46.1 µM), for inactives: top-dose activity, positive = re-replication, actives largely listed as activators; note: potency is the fitted concentration of half-maximal effect; % of control where 0% means no effect; nearly all actives have a fitted effect of over 50% in size
# ATXN2 expr inh: inhibitors of ATXN2 expression; HEK-293 ATXN2-luciferase reporter, luminescence, 24 h; Potency, µM (highest dose often 57 µM), without a hit: top-dose activity change, negative = inhibition, usual class: inhibitors; 360,000 compounds, 0.72% hits; note: potency is the fitted concentration of half-maximal effect; % is set by controls: 0 for no effect and ±100 for the full control effect; nearly all actives have a fitted effect of over 55% in size
#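 ATXN2-luciferase reporter cells (luciferase flanked by upstream and downstream ATXN2 gene portions) were treated 24 h at 37 °C with compounds at up to 57 uM. SteadyGlo luminescence gave expression; GF-AFC fluorescence gave viability.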
# HT1080 IDH1KD tx: kills HT-1080 cells with IDH1 knockdown | Potency, µM (doses to about 46.1 µM), without a hit: at the top dose activity, negative = toxicity, actives largely listed as cytotoxic | 360,000 compounds, 2% hits | HT-1080 IDH1 knockdown viability, ATP luminescence, 48 h;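 note: potency is the fitted concentration of half-maximal effect; 0% = DMSO wells and -100% = cell-free medium wells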
#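 Using the IDH1-knockdown HT-1080 line run in the same batch and compound series as the NT line, viability after 48 h at 37 °C was determined by CellTiter-Glo luminescence and expressed as % activity.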
# HT1080NT lethal: kills 2HG-producing HT-1080-NT fibrosarcoma cells. HT-1080-NT fibrosarcoma viability, CellTiter-Glo ATP luminescence, 48 h. Potency, µM (titrated, usually from 46.1 µM), for the others: top-dose activity, negative = less viability, hits mostly cytotoxic. 360,000 compounds, 1.6% hits. AID 686970;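 note: NT is the 2HG producing partner of a matched IDH1 knockdown line; potency is the fitted concentration of half-maximal effect; 0% = DMSO-treated cells and -100% = media-only wells without cells; nearly all actives have a fitted effect of over 55% in size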
#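 Fibrosarcoma NT cells, 750 per well in 5% FBS RPMI, were exposed to compound for 48 hours. Viability: CellTiter-Glo luminescence.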
# KB-3-1 cytotox: kills parental KB-3-1 adenocarcinoma cells; KB-3-1 viability, CellTiter-Glo ATP luminescence, 72 h; 400,000 compounds, 1.4% hits; Potency, µM (top dose mostly 46.1 µM), without a hit: at the top dose activity change, negative = cytotoxic, most hits filed as cytotoxic; note: potency is the fitted concentration of half-maximal effect; % is set by controls: 0 for no effect and ±100 for the full control effect; nearly all actives have a fitted effect of over 60% in size
#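 Cells are dispensed, compounds pinned in, plates held at 37 °C for 72 h, then CellTiter-Glo is added and luminescence read after 10 minutes. Cell line: parental KB-3-1 in phenol-red-free DMEM, 10% FBS.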
# Active calls of the source: *; i = inactive; u = inconclusive; x = not tested or not shown; [ ] = remark or other dose. Unless noted, calls come from the whole dose curve; as a rule, active = well fitted curve in the direction sought with a large enough effect; inconclusive = small, poorly fitted or top-dose-only effect, or another doubt; inactive = no such curve, though single readings can be large; an effect the other way counts as inactive or inconclusive. Compounds as they come (roughly 8.9% active in at least one column).
SMILES,IL1B secr inh,SW480 rereplic,HepG2 viability,ATXN viability,MCF10A rerep,ATXN2 expr inh,HT1080 IDH1KD tx,HT1080NT lethal,KB-3-1 cytotox
O=C(COC(=O)c1ccc(F)cc1)Nc1ccc2c(c1)OCO2,-1,-15%,-10%,i,-2%,30%,-3%,-1%,0%
CC(C)Cn1cc(NC(=O)Nc2cccc(C(F)(F)F)c2)c2ccccc2c1=O,x,x,-32%,i,x,-19%,x,x,u
O=S(=O)(Nc1cc(S(=O)(=O)N2CCOCC2)ccc1NCC1CCCO1)c1ccc(F)cc1 (configuration not stated),-3,u,-6%,i,-3%,5%,-2%,-6%,4%
O=C(COc1ccc(S(=O)(=O)N2CCCC2)cc1Cl)NC1CC1,11,-19%,6%,i,4%,1%,6%,0%,2%
Cc1ccc(NC(=O)Nc2cccc(C)n2)c(C)c1,13,-1%,-11%,i,0%,18%,16%,11%,0%
COc1ccc(-c2cc(C(F)(F)F)nc(SCCC(=O)Nc3cccc(O)c3)n2)cc1,x,x,-99%,u,x,u,x,x,-13%
CCOC(=O)c1c(C)c(C(=O)NCc2ccccc2OC)c(C)n1C,4,-1%,-15%,i,-35%[inhibitor],-19%,-28%,-18%,-4%
CC(C)(C)c1ccccc1NC(=O)CN1C(=O)NC(Cc2ccccc2)C1=O (configuration not stated),8,-2%,-59%,i,0%,3%,7%,4%,-6%
COc1cc(/C=C/c2cc(C(=O)O)c3ccccc3n2)ccc1OC(F)F,-4,19%,-22%,i,8%,x,u,-6%,u
CCN(CCCNS(=O)(=O)c1ccc2c(c1)oc(=O)n2C)c1cccc(C)c1,-12,2%,-23%,i,0%,-9%,-13%,-11%,-19%
O=C(NCc1ccc(Cl)cc1)c1cnc2sc(N3CCOCC3)nn2c1=O,x,x,-41%,i,x,-8%,x,x,-2%
Cc1ccc(-c2nnc(-c3cc(C)on3)o2)cc1,-16,-17%,-2%,i,2%,-11%,10%,9%,-2%
Cc1ccc2nc(-c3ccncc3)cc(C(=O)Nc3ccc(OC(F)F)cc3)c2c1,29,u,-12%,i,15µM*,u,u,u,u
CCC(C)NC(=O)CSc1nc2ccsc2c(=O)n1-c1ccc(OC)cc1 (configuration not stated),4,-1%,-20%,i,-5%,-7%,0%,3%,7%
CN(C(=O)CSc1nnc(Cc2cccs2)n1C1CC1)C1CCS(=O)(=O)C1 (configuration not stated),-3,u,4%,i,-2%,5%,2%,7%,4%
O=C(C1CC(=O)N(C2CCCC2)C1)N1CCN(c2ccccc2)CC1 (configuration not stated),i,-15%,-18%,i,3%,2%,27%,17%,-13%
O=C(CCc1ccccc1)Nc1ccc(S(=O)(=O)N2CCCC2)cc1,19,i[1.84 µM],-7%,i,-16%,-15%,2%,8%,0%
CC1C(=O)N2CCCc3cc(NC(=O)c4ccccc4Br)cc1c32 (configuration not stated),-3,-4%,-7%,i,13%,-2%,5%,11%,14%
CC1CCCCC1NC(=O)CN1C(=O)COc2ccccc21 (configuration not stated),-1,-7%,3%,i,-6%,-2%,-3%,-3%,12%
O=C(Nc1c2c(nn1-c1cccc(Cl)c1)CS(=O)C2)c1ccc2c(c1)OCO2 (configuration not stated),0,1%,8%,u,-2%,-9%,22%,15%,4%
C=CCNc1ncnc2c1ncn2[C@H]1CN(Cc2cccs2)C[C@@H](CO)O1,u,x,-27%,i,x,9%,20%,u,0%
CC1CCN(c2c([N+](=O)[O-])nn(-c3ccc4c(c3)OCCO4)[n+]2[O-])CC1,-13,4%,-25%,i,3%,10%,-1%,-5%,0%
CCN(CC)C(=O)c1cn(C)c2ccc(S(=O)(=O)N(CC)CC)cc2c1=O,40,-1%,4%,i,-4%,8%,13%,7%,9%
Cc1nc(CC(=O)N/N=C/c2ccc(OCC(=O)O)cc2)cs1,-4,14%,-21%,i,1%,12%,8%,15%,-1%
CCC(Sc1nc(-c2ccccc2F)nc2c1Cc1c(CO)cnc(C)c1O2)C(=O)Nc1cc(C)ccc1C (configuration not stated),x,x,-29%,i,x,2%,x,x,31%
CCN(CC(=O)Nc1c(F)cccc1F)C(=O)CCOc1ccc(C)cc1,-1,-4%,-25%,i,1%,-9%,u,1%,3%
O=C(NC1CC1)c1ccccc1,8,x,5%,i,x,x,10%,9%,24%
CN(CC(=O)Nc1cccc(F)c1)C(=O)c1ccc(COc2ccccc2)o1,11,-2%,1%,i,8%,10%,5%,8%,-2%
CCc1ccc(C(=O)N2CCCN(C)CC2)s1,5,-3%,-12%,i,u,-5%,13%,-3%,13%
Cc1ccccc1NC(=O)c1c(C)oc2ccc(O)c(CN3CCCC3)c12,x,x,-22%,u,x,-31%,x,x,2%
CCN(Cc1ccncc1)Cc1c(O)ccc2cc(Br)ccc12,u,7%,-4%,i,14%,-21%,u,-21%,5%
O=C(Cc1ccc(Cl)c(Cl)c1)N/N=C/c1cccnc1,u,2%,2%,i,11%,-5%,-13%,-21%,-6%
CCOC(=O)/C=c1\s/c(=C\c2ccc(C(F)(F)F)cc2)c(=O)n1CC(=O)NCc1ccco1,-24,2.3µM*,5%,i,23µM*,-31%,u,2%,14%
CCC(CO)Oc1cc(NC(=O)Cc2ccccc2F)c2ncn(C(C)C)c2c1 (configuration not stated),-11,4%,-37%,i,16%,-5%,-2%,4%,17%
NC(=O)C1CCN(C(=O)CSc2nc3ccccc3o2)CC1,5,1%,-2%,u,-2%,3%,13%,2%,4%
COc1ccc(CNC(=O)c2cc3ccccn3n2)cc1OC,x,x,-32%,i,x,-9%,x,x,-4%
CCOC(=O)c1ccc(-n2ncc(C(=O)OCC)c2N)cc1,57,4%,1%,i,u,38%[activator],-19%,2%,u
COc1ccc(C(=O)N2CCC(C(=O)Nc3ccc(C)cc3)CC2)cc1,1,-75%[inhibitor],2%,i,1%,x,13%,9%,-1%
CCC(=O)N1CCC(C)(C(=O)Nc2cc(OC)c(OC)c(OC)c2)C1 (configuration not stated),33,x,11%,i,x,8%,27%,23%,5%
COc1ccc(-c2cc(-c3ccc(C)cc3)nc(SCc3nnc(-c4ccccc4)o3)c2C#N)cc1OC,10,-7%,-15%,i,u,-5%,1%,4%,u
COc1cc(OC)c(NC(C)C(=O)NCc2ccccc2)cc1Cl (configuration not stated),2,-5%,6%,x,-2%,-36%,21%,15%,13%
Cc1cccc(OCc2nnc(N)s2)c1C,-1,-2%,5%,i,6%,20%,1%,8%,-14%
COC(=O)c1ccc(CSc2ncnc3c2nnn3-c2ccc(OC)cc2)o1,-4,-8%,4%,i,7%,2%,12%,18%,0%
Cc1ccc(NC(=O)c2nc(S(C)(=O)=O)ncc2N(Cc2ccc(C(C)(C)C)cc2)Cc2ccco2)cc1C,x,x,-7%,i,x,5%,x,x,-5%
COc1cccc(-c2nc(OC(C)C)c3ccccc3n2)c1,10,-2%,-31%,i,u,-12%,-1%,3%,0%
COc1ccc(OC)c(C2C(C(=O)N(C)C)=C(C)Nc3nc4ccccc4n32)c1 (configuration not stated),4,2%[9.22 µM],5%,i,10%,-4%,2%,12%,-1%
CCC(=O)N/N=C(\C)CC(=O)Nc1ccc2ccccc2c1,34,5%,2%,i,0%,6%,-3%,1%,-1%
COc1ccc(C(=O)/C=C/Nc2ccc(S(=O)(=O)Nc3nc(C)cc(C)n3)cc2)c(OC)c1,-18,u,10%,i,u,-2%,-16%,u,1%
CCOc1ccc(C2CC(=O)c3c([nH]c(C(=O)OCC4CCCCC4)c3C)C2)cc1 (configuration not stated),x,x,-12%,i,x,7%,x,x,3%
Cc1cccc(NC(=O)Nc2cccc3ccccc23)c1,-23,-3%,6%,i,3%,1%,13%,0%,13%

# Laid out differently: entries from further up
Compound | IL1B secr inh | SW480 rereplic | HepG2 viability | ATXN viability | MCF10A rerep | ATXN2 expr inh | HT1080 IDH1KD tx | HT1080NT lethal | KB-3-1 cytotox
COC(=O)c1ccc(CSc2ncnc3c2nnn3-c2ccc(OC)cc2)o1 | -4 | -8% | 4% | i | 7% | 2% | 12% | 18% | 0%
Cc1ccc(NC(=O)c2nc(S(C)(=O)=O)ncc2N(Cc2ccc(C(C)(C)C)cc2)Cc2ccco2)cc1C | x | x | -7% | i | x | 5% | x | x | -5%
COc1cccc(-c2nc(OC(C)C)c3ccccc3n2)c1 | 10 | -2% | -31% | i | u | -12% | -1% | 3% | 0%
COc1ccc(OC)c(C2C(C(=O)N(C)C)=C(C)Nc3nc4ccccc4n32)c1 (configuration not stated) | 4 | 2%[9.22 µM] | 5% | i | 10% | -4% | 2% | 12% | -1%
CCC(=O)N/N=C(\C)CC(=O)Nc1ccc2ccccc2c1 | 34 | 5% | 2% | i | 0% | 6% | -3% | 1% | -1%
COc1ccc(C(=O)/C=C/Nc2ccc(S(=O)(=O)Nc3nc(C)cc(C)n3)cc2)c(OC)c1 | -18 | u | 10% | i | u | -2% | -16% | u | 1%
CCOc1ccc(C2CC(=O)c3c([nH]c(C(=O)OCC4CCCCC4)c3C)C2)cc1 (configuration not stated) | x | x | -12% | i | x | 7% | x | x | 3%
Cc1cccc(NC(=O)Nc2cccc3ccccc23)c1 | -23 | -3% | 6% | i | 3% | 1% | 13% | 0% | 13%

# Part of the list above in order of SMILES length, highest first:
SMILES,IL1B secr inh,SW480 rereplic,HepG2 viability,ATXN viability,MCF10A rerep,ATXN2 expr inh,HT1080 IDH1KD tx,HT1080NT lethal,KB-3-1 cytotox
O=S(=O)(Nc1cc(S(=O)(=O)N2CCOCC2)ccc1NCC1CCCO1)c1ccc(F)cc1 (configuration not stated),-3,u,-6%,i,-3%,5%,-2%,-6%,4%
COC(=O)c1ccc(CSc2ncnc3c2nnn3-c2ccc(OC)cc2)o1,-4,-8%,4%,i,7%,2%,12%,18%,0%
Cc1ccc(-c2nnc(-c3cc(C)on3)o2)cc1,-16,-17%,-2%,i,2%,-11%,10%,9%,-2%
